Screening results: PubChem BioAssay, several laboratories
sEH activator: soluble epoxide hydrolase activators, primary screen, biochemical, human sEH. purified human sEH enzymatic activity, activator screen. activation, % at 2 µM. actives 0.04% (n = 91,000); in the data active = activation above about 37%; note: values of inactives mirror those of a sister screen read the other way
E coli WT exp: growth inhibitors of wild-type E. coli, primary screen, strain BW25113, expanded library, OD600 | growth inhibition, % at 100 µM | OD600 absorbance | actives 0.15% (n = 98,000);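 active = growth inhibition above about 50% at one test dose, limit read from the data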;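 note: growth measured after 20 h incubation at 37 °C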
S1P2 blocker: human S1P2 receptor antagonists, primary screen, cell-based | cell-based S1P2 antagonist assay, inhibition at 5 uM | inhibition, % at 5 µM | actives 0.21% (n = 97,000) | Sphingosine 1-phosphate receptor 2 (Homo sapiens), O95136; in the data active = inhibition above about 45%;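 note: CRE beta-lactamase reporter cells expressing human S1P2 stimulated with S1P; 0% = agonist at EC80 alone and 100% = agonist plus reference antagonist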
Target sequence (O95136 whole entry, looked up): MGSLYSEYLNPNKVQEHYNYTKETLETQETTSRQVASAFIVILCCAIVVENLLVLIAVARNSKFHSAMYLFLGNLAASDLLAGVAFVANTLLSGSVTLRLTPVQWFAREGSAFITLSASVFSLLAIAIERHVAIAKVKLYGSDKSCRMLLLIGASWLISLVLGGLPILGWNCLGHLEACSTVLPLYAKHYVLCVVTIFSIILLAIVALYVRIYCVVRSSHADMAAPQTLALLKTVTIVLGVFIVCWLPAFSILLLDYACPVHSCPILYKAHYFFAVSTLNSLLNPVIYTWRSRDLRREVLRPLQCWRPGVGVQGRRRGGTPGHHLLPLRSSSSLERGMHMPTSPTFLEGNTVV
PostGolgi ctrl: growth inhibition of yeast control strain, primary screen, counter-screen for post-Golgi transport modulator project; efflux-deficient yeast background strain, growth absorbance A615, 16 h; AID 738, 2007; actives 5% (n = 98,000); inhibition, % at 10 µM
sEH inhibitor: soluble epoxide hydrolase inhibitors, primary screen, biochemical, human sEH | AID 707, 2007 | Bifunctional epoxide hydrolase 2 (Homo sapiens), P34913 | recombinant human sEH enzymatic activity assay | inhibition, % at 2 µM | actives 0.34% (n = 91,000); in the data active = inhibition above about 80%; note: values of inactives mirror those of a sister screen read the other way; many of its hits are not listed in these tables
PostGolgi yeast: phenotypic screen on post-Golgi transport, primary screen | AID 739, 2007 | post-Golgi transport phenotypic cell assay | actives 0.9% (n = 98,000) | inhibition, % at 10 µM;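 note: yeast cells grown in 1536-well plates; yeast grown about 18 h at 30C before absorbance read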
PLAP activator: PLAP enzyme activators, biochemical, luminescence, HTS; purified PLAP enzyme, luminescent substrate read-out; stronger effect = higher value; actives 1.2% (n = 96,000); activation fold at 20 µM; Alkaline phosphatase, placental type (Homo sapiens), P05187; in the data active = activation fold above about 2
Target sequence (P05187 whole entry, looked up): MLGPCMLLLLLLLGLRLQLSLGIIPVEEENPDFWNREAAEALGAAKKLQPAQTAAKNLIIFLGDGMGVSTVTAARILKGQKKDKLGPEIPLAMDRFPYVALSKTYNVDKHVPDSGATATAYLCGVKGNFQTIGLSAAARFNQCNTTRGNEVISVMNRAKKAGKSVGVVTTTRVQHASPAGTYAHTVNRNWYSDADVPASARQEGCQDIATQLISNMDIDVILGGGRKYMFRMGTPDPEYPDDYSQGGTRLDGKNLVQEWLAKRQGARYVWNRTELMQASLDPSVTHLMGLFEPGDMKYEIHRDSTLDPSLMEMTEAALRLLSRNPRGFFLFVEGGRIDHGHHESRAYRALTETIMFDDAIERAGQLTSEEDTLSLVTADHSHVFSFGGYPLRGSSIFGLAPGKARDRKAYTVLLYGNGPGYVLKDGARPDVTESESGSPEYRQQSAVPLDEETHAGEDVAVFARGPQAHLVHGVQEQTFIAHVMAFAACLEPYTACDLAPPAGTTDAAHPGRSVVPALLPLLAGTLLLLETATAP
S1P2 ag: S1P2 receptor agonists, primary screen, cell-based | S1P2-expressing cell line, agonist reporter read-out | activation, % at 4.5 µM | actives 0.46% (n = 97,000) | AID 729, 2007; in the data active = activation above about 16%;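 note: 0% = vehicle low control and 100% = maximal reference agonist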
CD11b adhes inh: inhibitors of CD11b/CD18 adhesion to fibrinogen, primary screen, K562 cells, luminescence | Integrin beta-2 (Homo sapiens) + Integrin alpha-M (Homo sapiens), P05107+P11215 | ATPlite luminescence; Mn2+ added to activate the integrin | inhibition, % at 10 µM | actives 0.54% (n = 93,000) | AID 1497, 2009;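 active = primary inhibition of 50% or more at 10 µM, then 40% or more on retest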; note: some results filed as inactive read as strong as hits
* marks the source's active call; other numbers are inactive results. Cut-off read from the data, not from the text of the source, unless noted: active = inhibition above about 30%; inactive = the rest.

O=C(NC1CCCCC1)C(c1cccnc1)N(C(=O)c1csnn1)C1CCCC1 (stereo not drawn) was read as sEH activator -4, S1P2 blocker 7, sEH inhibitor 6 and S1P2 ag -3.
Screening Cc1ccc(-c2nnn(CC(=O)N(CC(=O)NC3CCCCC3)c3ccc(F)c(Cl)c3)n2)o1 returned sEH activator -10, S1P2 blocker 4, sEH inhibitor 14 and S1P2 ag -4.
For CC(C)CCn1cnc2c([nH]c3cccc(Cl)c32)c1=O the results were sEH activator -32, E coli WT exp -1, S1P2 blocker 5, PostGolgi ctrl -6, sEH inhibitor 31, PostGolgi yeast -4, PLAP activator 0.7, S1P2 ag -1 and CD11b adhes inh -18.
`COc1cc(C(=O)NCCC(=O)NCc2ccc3c(c2)OCO3)cc(OC)c1OC` gave E coli WT exp 6, S1P2 blocker 19, PostGolgi ctrl 9, PostGolgi yeast 3, PLAP activator 1.3 and S1P2 ag -2.
COc1ccccc1N(C(C)=O)c1nc(C)cc(C)c1C#N was read as sEH activator 1, S1P2 blocker 6, sEH inhibitor 2 and S1P2 ag 2.
Screening CCOC(=O)c1sc2nc(SC)nc(-c3ccc(Cl)cc3)c2c1N returned sEH activator -13, E coli WT exp -7, S1P2 blocker 3, PostGolgi ctrl -2, sEH inhibitor 12, PostGolgi yeast 0, PLAP activator 1 and S1P2 ag -1.
Screening O=C(OCCCN=C1NS(=O)(=O)c2ccccc21)c1ccc(F)cc1 returned sEH activator -2, E coli WT exp 3, S1P2 blocker 4, PostGolgi ctrl -1, sEH inhibitor 0, PostGolgi yeast -1, PLAP activator 1, S1P2 ag -3 and CD11b adhes inh -16.
CCOC(=O)C1=C(C)N=C2SCCC(=O)N2C1c1cc(Br)ccc1OC (stereo not drawn) was read as sEH activator 2, S1P2 blocker -10, sEH inhibitor -2 and S1P2 ag -5.
`COc1ccc(C(=O)NCC(=O)NCC2(N(C)C)CCCCC2)cc1OC` gave sEH activator -10, E coli WT exp 6, S1P2 blocker -4, PostGolgi ctrl 9, sEH inhibitor 9, PostGolgi yeast -5, PLAP activator 0.9, S1P2 ag -8 and CD11b adhes inh 3.
CC(Oc1ccccc1)C(=O)Nc1ccccc1F (stereo not drawn) was read as sEH activator -1, E coli WT exp 2, S1P2 blocker -17, PostGolgi ctrl 15, sEH inhibitor -2, PostGolgi yeast -8, PLAP activator 0.8, S1P2 ag -4 and CD11b adhes inh 6.
CSc1nc2ccc(NC(=O)C3CC(=O)N(Cc4ccco4)C3)cc2s1 (stereo not drawn) was read as E coli WT exp 4, PostGolgi ctrl -7, PostGolgi yeast 0, PLAP activator 1.3 and CD11b adhes inh 2.
`CC1CCC(C(=O)NC(C(=O)N2CCC(N3CCCCC3)CC2)C(C)C)CC1` (stereo not drawn) gave sEH activator 7, E coli WT exp 1, S1P2 blocker 12, PostGolgi ctrl 0, sEH inhibitor -7, PostGolgi yeast -4, PLAP activator 1.4 and S1P2 ag -1.

3 structures already listed, ordered by length of the SMILES, smallest number first.
CCOC(=O)C1=C(C)N=C2SCCC(=O)N2C1c1cc(Br)ccc1OC (stereo not drawn) was read as sEH activator 2, S1P2 blocker -10, sEH inhibitor -2 and S1P2 ag -5.
O=C(NC1CCCCC1)C(c1cccnc1)N(C(=O)c1csnn1)C1CCCC1 (stereo not drawn) was read as sEH activator -4, S1P2 blocker 7, sEH inhibitor 6 and S1P2 ag -3.
Screening Cc1ccc(-c2nnn(CC(=O)N(CC(=O)NC3CCCCC3)c3ccc(F)c(Cl)c3)n2)o1 returned sEH activator -10, S1P2 blocker 4, sEH inhibitor 14 and S1P2 ag -4.

Next results follow:
For c1ccc2c(c1)CCCC2NC1=NCCC1 (stereo not drawn) the results were E coli WT exp 2, PostGolgi ctrl 4, PostGolgi yeast 4, PLAP activator 0.9 and CD11b adhes inh -16.
Cc1cccc(-c2nc(=S)c3c(o2)CCCC3)c1 was read as sEH activator -3, E coli WT exp 0, S1P2 blocker 1, PostGolgi ctrl 3, sEH inhibitor 5, PostGolgi yeast 9, PLAP activator 1, S1P2 ag -12 and CD11b adhes inh -3.
COc1ccc(OC)c(C2=NO[C@@H]3C(=O)N(c4cc(Cl)ccc4OC)C(=O)[C@H]23)c1 was read as sEH activator -6, E coli WT exp -2, S1P2 blocker -1, PostGolgi ctrl 7, sEH inhibitor 8, PostGolgi yeast 0, PLAP activator 1.7, S1P2 ag -6 and CD11b adhes inh -7.
Screening Cc1c(/C=N/n2cnnc2)c2ccccc2n1C returned sEH activator -4, E coli WT exp -3, S1P2 blocker 13, PostGolgi ctrl 2, sEH inhibitor 2, PostGolgi yeast 9, PLAP activator 1, S1P2 ag -3 and CD11b adhes inh -54.
Screening c1ccc(-c2nc(-c3ccncc3)no2)cc1 returned sEH activator 0, E coli WT exp 6, S1P2 blocker 2, PostGolgi ctrl 10, sEH inhibitor -4, PostGolgi yeast 4, PLAP activator 0.8, S1P2 ag 1 and CD11b adhes inh 11.
`CC(C)NCC(O)COc1c(F)cc(Br)cc1F` (stereo not drawn) gave sEH activator -8, E coli WT exp 10, S1P2 blocker 16, PostGolgi ctrl 10, sEH inhibitor 8, PostGolgi yeast -2, PLAP activator 1.1, S1P2 ag -6 and CD11b adhes inh -1.
Screening CC1(C)OC(=O)N2CCc3ccccc3C21C (stereo not drawn) returned sEH activator 2, S1P2 blocker -9, sEH inhibitor -2 and S1P2 ag 1.
Screening O=C(c1nc2nc(-c3ccccc3)cc(C(F)(F)F)n2n1)N1CCCCC1 returned sEH activator -10, E coli WT exp 5, S1P2 blocker 7, PostGolgi ctrl 2, sEH inhibitor 8, PostGolgi yeast 4, PLAP activator 1.2, S1P2 ag -2 and CD11b adhes inh 11.
`O=C(Cc1n[nH]c(=O)[nH]c1=O)N/N=C/c1ccccc1O` gave sEH activator 4, E coli WT exp 8, S1P2 blocker 9, PostGolgi ctrl 11, sEH inhibitor -4, PostGolgi yeast -4, PLAP activator 1.5, S1P2 ag -4 and CD11b adhes inh -18.
For CC1CCC(NC(=O)c2cc3c(=O)n(C)c4ccccc4c3n2C)CC1 (stereo not drawn) the results were sEH activator -24, E coli WT exp -5, S1P2 blocker 15, PostGolgi ctrl 20, sEH inhibitor 23, PostGolgi yeast 1, PLAP activator 1.4, S1P2 ag -6 and CD11b adhes inh 11.
Cc1cc(NC(=O)c2cc(-c3ccco3)on2)n(-c2ccccc2)n1 was read as sEH activator -2, E coli WT exp -11, S1P2 blocker -7, PostGolgi ctrl 6, sEH inhibitor 3, PostGolgi yeast 7 and S1P2 ag -6.
Cc1ccc(OCc2nnc(NC(=O)Cc3cccs3)s2)cc1 was read as sEH activator -4, E coli WT exp -1, S1P2 blocker -17, PostGolgi ctrl -8, sEH inhibitor 5, PostGolgi yeast -8, PLAP activator 0.9 and S1P2 ag -3.
COc1ccc(Cc2nnc(-c3ccc(F)cc3)o2)cc1OC was read as sEH activator -8, E coli WT exp -6, S1P2 blocker -5, PostGolgi ctrl 3, sEH inhibitor 9, PostGolgi yeast 0, PLAP activator 1.1, S1P2 ag -5 and CD11b adhes inh 6.
For Cc1nc2nc(SCC(=O)NCCN3CCOCC3)nn2c(C)c1Cc1ccccc1 the results were sEH activator -5, E coli WT exp -7, S1P2 blocker 3, PostGolgi ctrl -1, sEH inhibitor 8, PostGolgi yeast -7, PLAP activator 1.7, S1P2 ag 0 and CD11b adhes inh -30.
Screening CC(Cc1ccccc1)NC(=O)C1CCCNC1=O (stereo not drawn) returned sEH activator 8, E coli WT exp 1, S1P2 blocker -14, PostGolgi ctrl 3, sEH inhibitor -11, PostGolgi yeast 4, PLAP activator 0.9, S1P2 ag -5 and CD11b adhes inh 0.
`O=C1CCc2cc(S(=O)(=O)N3CCC(C(=O)NC4CCCC4)CC3)ccc2N1` gave sEH activator -24, E coli WT exp 1, S1P2 blocker 5, PostGolgi ctrl 5, sEH inhibitor 23, PostGolgi yeast 1, PLAP activator 0.9, S1P2 ag -4 and CD11b adhes inh -9.
Screening COc1ccccc1NC(=O)Cn1nnc(-c2ccccc2NC(=O)c2cccs2)n1 returned E coli WT exp -9, S1P2 blocker 13, PostGolgi ctrl -7, PostGolgi yeast 5, PLAP activator 1, S1P2 ag 0 and CD11b adhes inh -3.
Screening O=C(CN1C(=O)CSc2ccccc21)Nc1ccccc1C(=O)N1CCOCC1 returned E coli WT exp 1, PostGolgi ctrl 6, PostGolgi yeast 10, PLAP activator 1.1 and CD11b adhes inh -12.
Screening CN1CCN(S(=O)(=O)c2ccc3ccccc3c2)CC1 returned sEH activator -4, E coli WT exp 6, S1P2 blocker 25, PostGolgi ctrl 15, sEH inhibitor 3, PostGolgi yeast 7, PLAP activator 0.9, S1P2 ag -6 and CD11b adhes inh 6.
Screening Fc1ccc(Cn2nnnc2CN2CCN(C3CCCCC3)CC2)cc1 returned sEH activator 16, E coli WT exp 7, S1P2 blocker -10, PostGolgi ctrl -6, sEH inhibitor -14, PostGolgi yeast 4, PLAP activator 1.5, S1P2 ag -2 and CD11b adhes inh 3.
Screening CC(=O)N1N=C(c2ccncc2)OC12CCCCCC2 returned sEH activator 15, S1P2 blocker -5, sEH inhibitor -17 and S1P2 ag -3.
For Cc1cccc(C)c1NC(=S)N1CCC(N(C)CC2CCCO2)CC1 (stereo not drawn) the results were sEH activator -3, E coli WT exp 3, S1P2 blocker -1, PostGolgi ctrl 4, sEH inhibitor 3, PostGolgi yeast 5, PLAP activator 0.8, S1P2 ag 2 and CD11b adhes inh 0.
Screening N#Cc1nc(COc2ccccc2Cl)oc1NCc1ccco1 returned sEH activator 1, E coli WT exp 3, S1P2 blocker -11, PostGolgi ctrl 10, sEH inhibitor -1, PostGolgi yeast -8, PLAP activator 1.1 and S1P2 ag 3.
For Cc1ccc2[nH]c3c(c2c1)CN(C)CC3 the results were sEH activator -10, S1P2 blocker 1, sEH inhibitor 12 and S1P2 ag -6.
COCCNC(=O)c1ccccc1NC(=O)c1ccc(Cl)c(S(=O)(=O)Nc2ccc(C)cc2C)c1 was read as sEH activator 9, E coli WT exp -7, S1P2 blocker -18, PostGolgi ctrl 6, sEH inhibitor -9, PostGolgi yeast -1, PLAP activator 1.4, S1P2 ag -3 and CD11b adhes inh 21.
`COC(=O)c1ccc(O)c(Sc2cc(C(=O)OC)ccc2O)c1` gave sEH activator 1, E coli WT exp 21, S1P2 blocker -7, PostGolgi ctrl 28, sEH inhibitor 2, PostGolgi yeast -1, PLAP activator 1.5, S1P2 ag -8 and CD11b adhes inh 98*.
Screening CCOC(=O)NC(C(F)(F)F)(C(F)(F)F)P(=O)(c1ccccc1)c1ccccc1 returned sEH activator -11, E coli WT exp 7, S1P2 blocker 3, PostGolgi ctrl -10, sEH inhibitor 12, PostGolgi yeast -13, PLAP activator 1, S1P2 ag -6 and CD11b adhes inh 6.
`Cc1cc(C)nc(SCC(=O)Nc2ncc3c(n2)CC(C)(C)CC3=O)n1` gave sEH activator -20, E coli WT exp 5, S1P2 blocker 6, PostGolgi ctrl 18, sEH inhibitor 20, PostGolgi yeast 0, PLAP activator 0.9, S1P2 ag -2 and CD11b adhes inh -1.
Screening COC(=O)CN(Cc1ccco1)S(=O)(=O)c1ccccc1 returned sEH activator -11, E coli WT exp -3, S1P2 blocker -7, PostGolgi ctrl 5, sEH inhibitor 11, PostGolgi yeast -6, PLAP activator 1.4, S1P2 ag -2 and CD11b adhes inh -36.
`CCOC(=O)c1ccccc1NC(=O)CSc1nc2ccccc2n1CC(=O)N1CCCC1` gave sEH activator 1, E coli WT exp 2, S1P2 blocker -61, PostGolgi ctrl 3, sEH inhibitor 2, PostGolgi yeast 2, PLAP activator 1.5, S1P2 ag 32* and CD11b adhes inh -17.
